High-throughput results deposited in PubChem by several laboratories.
TAAR1 agonist: agonists of human TAAR1. Q96RJ0. hit rate 0.99% among 360,000. CHO RD-HGA16 TAAR1, Fluo-8 calcium fluorescence; vehicle wells 0%, saturating PEA agonist 100%. activation, % at 3 µM;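 active = activation above the mean activation of all test compounds in the run plus 3 SD, cut at about 38% in these data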
Target sequence (Q96RJ0 whole entry, looked up): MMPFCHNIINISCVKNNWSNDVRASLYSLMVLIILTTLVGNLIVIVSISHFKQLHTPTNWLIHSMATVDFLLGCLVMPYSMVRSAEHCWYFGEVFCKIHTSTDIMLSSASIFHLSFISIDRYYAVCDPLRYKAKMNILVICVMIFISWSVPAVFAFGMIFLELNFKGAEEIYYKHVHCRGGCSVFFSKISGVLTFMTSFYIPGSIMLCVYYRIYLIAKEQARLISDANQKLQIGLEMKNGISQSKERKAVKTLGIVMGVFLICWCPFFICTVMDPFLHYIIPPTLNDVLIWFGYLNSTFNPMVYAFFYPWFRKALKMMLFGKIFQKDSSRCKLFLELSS
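Benchmarks: low control DMSO, high control PEA (EC100); System: CHO RD-HGA16 cells carrying human TAAR1 plus Gα16; Detection: Fluo-8 fluorescence, 5 s baseline then 140 s kinetic read; Schedule: 17-24 h plating, Fluo-8 75 min 37 °C, 30 min RT; Read-out basis: % activation from peak over basal fluorescence ratio, DMSO-to-PEA scaled.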
M1 PAM parental: counter-screen for M1 PAMs: effect in parental CHO-K1 cells; ATP EC20, Fluo-8 calcium fluorescence; 0% at ATP EC20, 100% at ATP max; activation, % at 3 µM; hit rate 0.02% among 360,000; AID 602247;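 active = activation above the run cutoff, the mean activation of all test compounds plus 3 SD, cut at about 40% in these data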;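 also: peak over basal fluorescence ratio in a 140 s read after ATP addition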
TAAR1 antag: antagonists of human TAAR1 | Q96RJ0 | CHO RD-HGA16 TAAR1, Fluo-8 calcium fluorescence, antagonist | inhibition, % at 3 µM | hit rate 1.5% among 360,000 | AID 624466;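 active = inhibition above a per-plate cutoff, the mean inhibition of test compounds on that plate plus 3 SD, cut at about 49% in these data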;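 also: 0% = DMSO plus EC80 beta-PEA response and 100% = DMSO alone without agonist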
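Assay system: CHO-derived RD-HGA16 cells stably expressing human TAAR1 plus Gα16. Timing: 140 s kinetic read after compound, 140 s after agonist. Technique: kinetic Fluo-8 calcium fluorescence measurement. Measure: % inhibition of agonist calcium response.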
M5 antag: blocks acetylcholine activation of human M5 receptor; hit rate 0.59% among 360,000; inhibition, % at 3 µM; CHO-hM5 cells, Fluo-8 calcium fluorescence, ACh EC80;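 active = inhibition above a per-plate cutoff, the mean of that plate's test compounds plus 3 SD, cut at about 27% in these data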;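 also: 0% = acetylcholine EC80 with DMSO and 100% = DMSO without agonist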
Target sequence (P08912 whole entry, looked up): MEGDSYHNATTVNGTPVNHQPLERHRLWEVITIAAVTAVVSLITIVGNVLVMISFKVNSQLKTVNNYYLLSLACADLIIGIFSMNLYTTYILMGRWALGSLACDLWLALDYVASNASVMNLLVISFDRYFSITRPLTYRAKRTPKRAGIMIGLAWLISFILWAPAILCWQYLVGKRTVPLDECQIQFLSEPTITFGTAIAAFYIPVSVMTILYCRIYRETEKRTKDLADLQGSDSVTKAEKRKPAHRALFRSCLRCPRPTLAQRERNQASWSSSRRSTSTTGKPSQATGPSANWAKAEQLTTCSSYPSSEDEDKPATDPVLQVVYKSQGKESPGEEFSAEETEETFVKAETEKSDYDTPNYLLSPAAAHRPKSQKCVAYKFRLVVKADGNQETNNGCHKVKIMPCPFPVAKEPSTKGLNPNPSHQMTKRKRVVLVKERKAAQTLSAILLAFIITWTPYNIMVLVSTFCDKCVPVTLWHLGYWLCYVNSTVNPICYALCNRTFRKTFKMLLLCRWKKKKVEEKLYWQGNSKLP
CRFBP-R2 agonist: CRF-BP/CRF-R2 complex agonism; AID 588473; hit rate 0.46% among 350,000; HEK293 CRF-R2/CRF-BP, calcium dye fluorescence (FLIPR); percent of saturating CRF peptide response; activation, % at 13.2 µM;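 active = activation of at least 50%, plus an integration ratio under a set limit after plate pattern correction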;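 also: plate controls were neutral control wells without compound for no effect and CRF at EC100 for full effect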
CRFBP-R2 block: CRF-BP/CRF-R2 complex antagonism | HEK293 CRF-R2/CRF-BP, CRF-induced calcium fluorescence | inhibition, % at 11.8 µM | hit rate 0.59% among 350,000 | AID 588475;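 active = inhibition of the ligand-induced calcium signal above about 50% at the single tested concentration, limit read from the data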
CHRM5 PAM: positive allosteric modulators of human muscarinic M5 receptor; CHO-K1 hM5, Fluo-8 calcium, ACh EC20 PAM; 0% = ACh EC20, 100% = ACh EC100; P08912; activation, % at 3 µM; hit rate 0.3% among 360,000;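 active = activation above the run cutoff, the mean activation of all test compounds plus 3 SD, cut at about 18% in these data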
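system = human M5 receptor in CHO-K1 cells | compound = one concentration, 3 µM final (nominal) | schedule = Post-acetylcholine fluorescence recording 140 s | signal = Fluo-8 calcium dye fluorescence, kinetic read | benchmarks = low control EC20 acetylcholine (0%), high control EC100 acetylcholine (100%) | repeats = singlicate, one well per test compound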
CHRM4 PAM: positive allosteric modulators of human muscarinic M4 receptor; CHO-K1 hM4/Gqi5, Fluo-8 calcium fluorescence, ACh EC20; 0% = ACh EC20, 100% = maximal ACh; activation, % at 3 µM; hit rate 0.4% among 360,000; AID 624126;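 active = activation above its plate's cutoff, the mean activation of sample wells plus 3 SD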; also: some results filed as inactive read as strong as hits
CHRM5 agonist: agonists of human muscarinic M5 receptor (CHRM5) | CHO-K1 hM5 cells, Fluo-8 calcium fluorescence; 0% DMSO wells, 100% maximal acetylcholine response | activation, % at 3 µM | AID 624037 | P08912 | hit rate 0.19% among 360,000;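 active = activation above the run's mean over test compounds plus 3 SD, cut at about 23% in these data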;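 also: signal is peak over basal fluorescence ratio across the kinetic read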
An asterisk follows results filed as active; . = not tested or not shown.

smiles	CHRM5 PAM	TAAR1 antag	CRFBP-R2 agonist	CRFBP-R2 block	CHRM5 agonist	TAAR1 agonist	M5 antag	M1 PAM parental	CHRM4 PAM
CCOC(=O)c1cn[nH]c1NC(=S)Nc1ccc(Cl)cc1	-14	16	0.8	94*	-1	1	-1	0	-8
CC1(C(=O)NC2CCCCC2)CCC(=O)N1CC(F)(F)F (stereo not drawn)	-2	-11	.	.	1	2	-3	6	-3
Cc1c(N2C(=O)CSC2c2ccc([N+](=O)[O-])cc2)c(=O)n(-c2ccccc2)n1C (stereo not drawn)	6	-22	-1.5	-4	1	3	-1	14	0
Cc1ccc(C(=O)OCc2ccc3c(c2)OCO3)cc1S(=O)(=O)N1CCCCC1	-7	2	-0.8	3	-2	9	1	12	-9
COc1ccc(C(C)(C)C)cc1NC(=O)COC(=O)CSCc1c(C)noc1C	6	-8	-3.2	-5	-2	3	-6	-19	16
CC1CCCN(Cc2cnc(Cl)s2)C1 (stereo not drawn)	-2	-7	-0.1	-7	0	11	8	17	3
COC(=O)[C@]12CCCCC=C1N(CCC1=CCCCC1)C(=O)[C@H](CC(=O)N1CCOCC1)C2	-9	7	.	.	2	3	8	7	-2
COC(=O)C(O)(CC(=O)Nc1ccc(C)c(F)c1)C(F)(F)F (stereo not drawn)	5	-8	1.5	9	-1	9	10	19	7
CCN(Cc1ccccc1)C(=O)C(C)OC(=O)c1cc(S(=O)(=O)Nc2c(C)n(C)n(-c3ccccc3)c2=O)ccc1C (stereo not drawn)	-8	-11	-4.4	27	-6	2	-7	-11	-4
COc1ccc(/C=C2/SC(=S)NC2=O)cc1OCc1ccccc1	0	21	-3.3	-5	3	-4	-6	3	3
NC(=O)c1ccc(N2CCCC2)nc1	10	2	0.5	3	-1	-1	14	21	1
Cc1[nH]c2ccccc2c1-c1csc(NC(=O)CSCCO)n1	-2	30	9.5	-49	7	16	1	9	-6
CCC(C)NC(=O)CSc1ccc(S(=O)(=O)N2CCN(Cc3ccccc3)CC2)cn1 (stereo not drawn)	-7	23	-0.1	8	3	2	9	-9	-3
CC1=CCC[C@@H]2[C@]3(CC/C(=C/CO)CO)CO[C@@]2(C1)[C@@H](O)C[C@H]3C	-3	-5	.	.	3	2	2	13	12
O=C1C2CC=C(Cl)CC2C(=O)N1CCC[n+]1cccc2ccccc21 (stereo not drawn)	5	-5	4.3	-6	-6	8	-13	16	-3
COc1cc(C(=O)Nc2cc(C(F)(F)F)ccc2Cl)cc(OC)c1OC	-10	3	-2.7	16	-6	-3	6	7	3
COc1ccccc1N(CC(=O)NCCSCc1ccccc1)S(C)(=O)=O	-3	-14	-3.3	2	-4	9	2	-5	5
Cc1cc(NC(=O)C(C)Sc2nc(-c3ccccc3)cc(=O)[nH]2)no1 (stereo not drawn)	-3	-10	-0.9	-10	0	-3	9	5	4
O=C(c1ccc(F)c(F)c1)N1CCCc2ccccc21	3	-17	-3.3	-3	-6	-3	3	-10	1
COc1ccc(CNC(=O)C/C(C)=N/NC(=O)c2cnccn2)cc1	-4	7	-0.2	3	-5	6	-8	-4	9

3 compounds from above, arranged by their value in CRFBP-R2 block, descending:
| compound | CRFBP-R2 block |
| --- | --- |
| CCC(C)NC(=O)CSc1ccc(S(=O)(=O)N2CCN(Cc3ccccc3)CC2)cn1 (stereo not drawn) | 8 |
| COc1ccc(CNC(=O)C/C(C)=N/NC(=O)c2cnccn2)cc1 | 3 |
| O=C1C2CC=C(Cl)CC2C(=O)N1CCC[n+]1cccc2ccccc21 (stereo not drawn) | -6 |

Additional results follow:
smiles	CHRM5 PAM	TAAR1 antag	CRFBP-R2 agonist	CRFBP-R2 block	CHRM5 agonist	TAAR1 agonist	M5 antag	M1 PAM parental	CHRM4 PAM
Cc1c(-c2nc(N)nc(Nc3ccccc3)n2)oc2ccccc12	-7	-23	-0.6	-2	3	-2	1	-1	2
O=c1cc(Cl)c(-c2ccccc2)n[nH]1	11	-3	-0.1	-11	0	6	-5	15	4
O=C(Nc1cccc(C(F)(F)F)c1)Nc1ccc(N2CCCC2)c(S(=O)(=O)Nc2ccccc2Cl)c1	-14	41	0.0	3	-1	4	28*	5	-14
O=C(CN1C(=O)NC2(CCCCCC2)C1=O)c1cccs1	-5	-10	-0.9	12	0	2	7	-13	-4
CC(=O)OCn1nnc2ccccc2c1=O	11	14	-0.5	8	0	16	-8	21	8
CCCCNC(=O)C1(C)CCC(=O)N1CCc1c[nH]c2ccccc12 (stereo not drawn)	1	-2	.	.	5	2	-1	7	-8
CC(=O)c1c(N2CCN(c3ccc(F)cc3)CC2)nc(=S)n(-c2ccccc2)c1C	-7	-18	0.2	36	-6	0	2	17	-9
O=C1CCCN1CCCNC(=S)Nc1ccccc1Cl	2	-5	4.7	2	3	-1	8	0	3
Cc1cc(C)c(NC(=O)C2CCCN2C(=O)NC2CCCCC2)c(C)c1 (stereo not drawn)	2	2	-0.9	4	0	2	-5	21	3
Cc1nc2ccccc2n1C1CCN(C(=O)Nc2ccccc2)CC1	-1	15	0.2	-7	2	3	10	-8	6
O=C(Nc1ccccc1)Nc1ncc(C(F)(F)F)cc1Cl	-4	-18	1.4	-9	-1	1	-3	-5	11
CCOC(=O)[C@]12CCCC=C1N(Cc1ccc(Cl)cc1Cl)C(=O)[C@H](CC(=O)N1CCCC1)C2	-10	-29	.	.	-5	1	-3	10	8
O=c1cc(CN2CCN(c3ccc(F)cc3)CC2)nc2sccn12	2	5	0.9	-4	-1	6	0	2	0
CC(C)(C)C(=O)Cn1c(=N)n(Cc2ccccc2)c2ccccc21	-4	-3	0.2	-26	-2	15	-6	3	-5
O=C(N/N=C/C(Cl)=C/c1ccccc1)c1cnccn1	3	-7	-3.8	-18	-1	6	-10	15	-2
Cn1nnnc1SCCNCc1ccccc1OCc1ccccc1Cl	0	2	-0.7	1	-4	0	8	10	-11
Oc1cccc(C=NCc2ccccc2)c1	-5	3	2.1	-6	-5	15	-12	18	7
Cc1cc(C)c(C(=O)O)c(Cl)n1	-5	3	0.7	5	11	0	-7	-8	-8
CCC(C)OC(=O)C[N+](C)(C)CCOC1CC2CCC1(C)C2(C)C (stereo not drawn)	-1	8	-1.6	10	-7	17	8	-5	-11
CN1CCN(C(CNC(=O)c2ccc(Br)o2)c2ccc(F)cc2)CC1 (stereo not drawn)	11	-10	-0.4	-12	-6	2	-10	24	7
CC1CCN(C(=S)NC(=O)c2cccs2)CC1	1	-2	1.8	5	-4	2	9	2	-8
Cc1cc(NC(=O)Cc2c(F)cccc2Cl)no1	-5	-30	0.8	-3	1	6	12	5	-6
CCC(O)CNC(=O)CCc1nnc(C2(c3ccc(Cl)cc3)CCC2)o1 (stereo not drawn)	2	-10	3.0	21	0	-1	2	9	6
CCn1c(C)c(C)c2cc(C(=O)NCCCN3CCN(C)CC3)ccc21	0	-22	-1.8	8	-3	1	-13	-18	7
CCCCn1c(=O)[nH]c(=O)c2c1nc(-c1ccc(C(F)(F)F)cc1)n2C	2	-11	-0.9	-26	-10	2	8	9	4
CCN(CC)C(=O)C1=C(C)N(Cc2ccc(F)cc2)C(=O)C(CC(=O)NCCN2CCOCC2)C1 (stereo not drawn)	1	-9	5.2	10	1	4	-10	9	-1
CCN1C(=O)CC(NNC(=O)c2ccccc2)C1=O (stereo not drawn)	8	-11	-3.4	13	3	1	-10	17	7
CCCS(=O)(=O)NC(=O)C1(C)CCCN(C(=O)c2ccc(C(F)(F)F)cc2)C1 (stereo not drawn)	-4	-24	.	.	4	3	8	12	1
Cc1cc(C)n2nc(SCC(=O)NC(=O)c3ccc(OC(F)F)cc3)nc2n1	-5	6	-1.4	-2	-1	1	17	14	10
CN(Cc1ccccn1)Cc1cn(Cc2ccccc2)nc1-c1ccc2c(c1)OCO2	-4	-11	-1.1	-18	-4	3	7	-8	-15
CC(C)c1ccc(CCNC(=O)CSC(=S)N2CCCC2)cc1	-9	-16	-2.2	3	-5	1	5	5	-5
O=C(Nc1cccc(S(=O)(=O)NC2=NCCC2)c1)c1ccc(F)cc1	-1	4	-1.0	6	0	0	6	-4	-4
Cc1csc(SC(C)C(=O)Nc2ccc3c(c2)OCCO3)n1 (stereo not drawn)	4	6	1.5	-2	-1	1	6	-9	-1
O=c1[nH]c(C2CCN(S(=O)(=O)c3ccccc3F)CC2)nc2c1nnn2Cc1ccc2c(c1)OCCO2	13	-22	1.7	3	0	0	-16	17	6
CC(C)(C)OC(=O)NN=C(c1ccc(O)cc1)c1ccc(O)cc1	-4	-12	1.8	17	-1	1	7	24	5
NS(=O)(=O)c1ccc(CCNC(=O)C2CCCN2S(=O)(=O)c2cccc3nsnc23)cc1 (stereo not drawn)	-2	-12	2.0	0	-5	6	-7	11	5
CC1=C(C)CC(C(=O)NCc2c(F)cccc2Cl)C(C(=O)O)C1 (stereo not drawn)	4	.	1.1	-4	-5	.	6	17	1

No enrichment for hits (roughly 4.2% active in at least one column).
